Screening data (PubChem BioAssay)
CHRM1 agonist: human M1 muscarinic receptor agonism | P11229 | activation, % at 3 µM | 360,000 compounds, 0.33% hits | CHO-K1 hM1, Fluo-8 calcium fluorescence, agonist mode; 0% DMSO, 100% acetylcholine EC100;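 active = activation above the run's mean compound activation plus 3 SD, cut at about 16% in these data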;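 also: peak over basal fluorescence ratio within a 140 s kinetic read after compound addition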
Target sequence (P11229 whole entry, looked up): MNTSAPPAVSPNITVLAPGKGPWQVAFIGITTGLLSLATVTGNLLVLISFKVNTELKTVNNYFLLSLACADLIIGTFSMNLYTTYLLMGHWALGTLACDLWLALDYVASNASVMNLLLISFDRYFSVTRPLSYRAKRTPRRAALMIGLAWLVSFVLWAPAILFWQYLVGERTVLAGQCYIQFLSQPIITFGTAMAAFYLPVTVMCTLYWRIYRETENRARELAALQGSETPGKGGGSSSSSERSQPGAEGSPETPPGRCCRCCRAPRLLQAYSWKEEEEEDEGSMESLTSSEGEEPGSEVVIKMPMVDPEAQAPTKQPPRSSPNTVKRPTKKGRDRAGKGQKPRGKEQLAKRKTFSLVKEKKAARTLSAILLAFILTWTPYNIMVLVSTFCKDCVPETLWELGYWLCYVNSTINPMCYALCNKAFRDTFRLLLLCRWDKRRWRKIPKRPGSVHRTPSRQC
CHRM1 antagonist: antagonists of human M1 muscarinic receptor; P11229; CHO-K1 hM1, Fluo-8 calcium fluorescence, ACh EC80 antagonist; inhibition, % at 3 µM; 360,000 compounds, 1.3% hits; AID 588852;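 active = percent inhibition above its own plate's cutoff, namely the mean of that plate's compound wells plus 3 SD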;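 also: peak over basal fluorescence ratio during 140 s after agonist addition; 0% = ACh EC80 plus DMSO and 100% = DMSO alone without agonist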
CHO-K1 Ca antag: M1 antagonist counterscreen hit in parental CHO-K1 cells; ATP-induced calcium, Fluo-8 fluorescence; inhibition, % at 3 µM; 360,000 compounds, 0.6% hits; AID 602250;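 active = inhibition above a per-plate cutoff, the plate's mean sample inhibition plus 3 SD, cut at about 24% in these data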;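 also: 0% = DMSO plus EC80 ATP and 100% = DMSO alone without ATP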
CHO-K1 Ca ag: M1 agonist counterscreen hit in parental CHO-K1 cells | Fluo-8 calcium fluorescence; scaled to maximal ATP response, vehicle zero | activation, % at 3 µM | 360,000 compounds, 0.48% hits | AID 602248; in the data active = activation above about 15%;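 also: untransfected CHO-K1 host cells lacking M1 receptor as counterscreen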
TAAR1 antagonist: human TAAR1 antagonism. inhibition, % at 3 µM. AID 624466. CHO RD-HGA16 TAAR1, Fluo-8 calcium fluorescence, antagonist. Q96RJ0. 360,000 compounds, 1.5% hits;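 active = inhibition above a per-plate cutoff, the mean inhibition of test compounds on that plate plus 3 SD, cut at about 49% in these data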;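 also: 0% = DMSO plus EC80 beta-PEA response and 100% = DMSO alone without agonist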
Target sequence (Q96RJ0 whole entry, looked up): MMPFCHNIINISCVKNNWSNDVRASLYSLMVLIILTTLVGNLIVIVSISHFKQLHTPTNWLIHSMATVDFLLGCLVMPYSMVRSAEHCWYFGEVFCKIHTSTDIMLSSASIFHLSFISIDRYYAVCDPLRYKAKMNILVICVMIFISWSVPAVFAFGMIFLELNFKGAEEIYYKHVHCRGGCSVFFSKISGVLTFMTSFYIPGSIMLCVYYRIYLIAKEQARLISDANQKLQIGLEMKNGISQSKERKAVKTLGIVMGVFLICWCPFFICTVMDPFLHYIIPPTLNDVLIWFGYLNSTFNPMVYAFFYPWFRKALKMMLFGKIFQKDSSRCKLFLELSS
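Assay system: RD-HGA16 CHO cells with stable hTAAR1 and Gα16 / Reagent: EC80 β-phenethylamine stimulus / Doses: 3 µM, single point / Timing: dye loading 75 min at 37 °C, then 30 min room temperature / Measured by: Fluo-8 intracellular calcium dye fluorescence, real-time kinetic reads / Controls: vehicle wells and EC80 agonist wells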
M1 PAM parental: M1 PAM counterscreen hit in parental CHO-K1 cells; activation, % at 3 µM; 360,000 compounds, 0.02% hits; ATP EC20, Fluo-8 calcium fluorescence; 0% at ATP EC20, 100% at ATP max;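 active = activation above the run cutoff, the mean activation of all test compounds plus 3 SD, cut at about 40% in these data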;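 also: peak over basal fluorescence ratio in a 140 s read after ATP addition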
CHRM1 PAM: positive allosteric modulators of human M1 muscarinic receptor; P11229; CHO-K1 hM1, Fluo-8 calcium fluorescence, ACh EC20; 0% = ACh EC20, 100% = maximal ACh; activation, % at 3 µM; 360,000 compounds, 0.088% hits; AID 588819; in the data active = activation above about 19%, passing the limit was not always enough
CHO parental Ca: signal in parental CHO cells, OX1R antagonist counter-screen. 330,000 compounds, 0.63% hits. parental CHO-K1, ATP-induced calcium, Fluo-8 fluorescence. inhibition, % at 5.6 µM. AID 463079;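 active = inhibition above that plate's mean sample inhibition plus 3 SD, cut at about 26% in these data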;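 also: 0% = ATP-challenged DMSO wells and 100% = DMSO wells without ATP; some compounds past the cut are filed as inactive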
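test system = CHO parental line | reagent = ATP stimulus | measured by = intracellular calcium via Fluo-8 no-wash fluorescent dye | control set = ATP and no-ATP DMSO wells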
TAAR1 ag: human TAAR1 agonism | CHO RD-HGA16 TAAR1, Fluo-8 calcium fluorescence; vehicle wells 0%, saturating PEA agonist 100% | activation, % at 3 µM | 360,000 compounds, 0.99% hits;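 active = activation above the mean activation of all test compounds in the run plus 3 SD, cut at about 38% in these data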
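test system = CHO RD-HGA16 cells carrying human TAAR1 plus Gα16 | schedule = 17-24 h seeding, 75 min 37 °C dye, 30 min RT | compound dosing = 3 µM single concentration | control set = DMSO and PEA EC100 | replicates = n 1 | signal = Fluo-8 fluorescence, 5 s baseline then 140 s kinetic read | measure = percent activation vs PEA EC100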
Starred values were filed as active, the others as inactive.

Start of the listing, in advance (3 entries):
How did Cc1ccc(CCNC(=O)C2CCCN(c3ncnc4c3nc3n4CCCCC3)C2)cc1 (stereo not given) do in these assays?
CHRM1 agonist: -4; CHRM1 antagonist: -13; CHO-K1 Ca antag: -10; CHO-K1 Ca ag: 1.4; TAAR1 antagonist: -32; M1 PAM parental: 14; CHRM1 PAM: 6; CHO parental Ca: -17; TAAR1 ag: 4

What do the screens show for `COCCNC(=O)Cn1nc(-c2ccc(C)cc2)c2ccccc2c1=O`?
CHRM1 agonist: -4; CHRM1 antagonist: -5; CHO-K1 Ca antag: -11; CHO-K1 Ca ag: 0.6; TAAR1 antagonist: -9; M1 PAM parental: 10; CHRM1 PAM: 4; CHO parental Ca: -4; TAAR1 ag: 4

How did CCOC(=O)C1CCN(C(=O)COC(=O)/C=C/c2ccc([N+](=O)[O-])cc2)CC1 do in these assays?
CHRM1 agonist: 5; CHRM1 antagonist: -10; CHO-K1 Ca antag: -11; CHO-K1 Ca ag: 6.3; TAAR1 antagonist: 1; M1 PAM parental: 15; CHRM1 PAM: 4; CHO parental Ca: -4; TAAR1 ag: 4

The whole of this part, from the first entry:
How did Cc1ccc(CCNC(=O)C2CCCN(c3ncnc4c3nc3n4CCCCC3)C2)cc1 (stereo not given) do in these assays?
CHRM1 agonist: -4; CHRM1 antagonist: -13; CHO-K1 Ca antag: -10; CHO-K1 Ca ag: 1.4; TAAR1 antagonist: -32; M1 PAM parental: 14; CHRM1 PAM: 6; CHO parental Ca: -17; TAAR1 ag: 4

What do the screens show for `COCCNC(=O)Cn1nc(-c2ccc(C)cc2)c2ccccc2c1=O`?
CHRM1 agonist: -4; CHRM1 antagonist: -5; CHO-K1 Ca antag: -11; CHO-K1 Ca ag: 0.6; TAAR1 antagonist: -9; M1 PAM parental: 10; CHRM1 PAM: 4; CHO parental Ca: -4; TAAR1 ag: 4

How did CCOC(=O)C1CCN(C(=O)COC(=O)/C=C/c2ccc([N+](=O)[O-])cc2)CC1 do in these assays?
CHRM1 agonist: 5; CHRM1 antagonist: -10; CHO-K1 Ca antag: -11; CHO-K1 Ca ag: 6.3; TAAR1 antagonist: 1; M1 PAM parental: 15; CHRM1 PAM: 4; CHO parental Ca: -4; TAAR1 ag: 4

How did COCc1cc(C)n(CC(=O)Nc2ccccc2C(=O)OC)c(=O)c1C#N do in these assays?
CHRM1 agonist: -3; CHRM1 antagonist: -5; CHO-K1 Ca antag: -10; CHO-K1 Ca ag: 0.5; TAAR1 antagonist: 0; M1 PAM parental: 0; CHRM1 PAM: 3; CHO parental Ca: -6; TAAR1 ag: 7

Results for Cc1nn(C)c(C(=O)N/N=C/c2cccc(Oc3ccccc3)c2)c1Br ?
CHRM1 agonist: -2; CHRM1 antagonist: -2; CHO-K1 Ca antag: -15; CHO-K1 Ca ag: 1.8; TAAR1 antagonist: 22; M1 PAM parental: 26; CHRM1 PAM: -1; CHO parental Ca: -17; TAAR1 ag: 0

How did CCN(CC)CCCN1CC(=O)N2[C@@H](Cc3c([nH]c4ccccc34)C2(C)C)C1=O do in these assays?
CHRM1 agonist: -9; CHRM1 antagonist: -3; CHO-K1 Ca antag: -14; CHO-K1 Ca ag: 1.3; TAAR1 antagonist: -17; M1 PAM parental: 20; CHRM1 PAM: 1; CHO parental Ca: -2; TAAR1 ag: 5

What do the screens show for `Clc1ccc(CSC2=NCCCN2)cc1Cl`?
CHRM1 agonist: -5; CHRM1 antagonist: 17; CHO-K1 Ca antag: -7; CHO-K1 Ca ag: 0.8; TAAR1 antagonist: -11; M1 PAM parental: 25; CHRM1 PAM: -7; CHO parental Ca: -2; TAAR1 ag: 12

How did COC(=O)[C@H](C)[C@H]1C[C@]1(C)[C@H](NC(=O)OCc1ccccc1)c1ccccc1 do in these assays?
CHRM1 agonist: -7; CHRM1 antagonist: -10; CHO-K1 Ca antag: -14; CHO-K1 Ca ag: -0.4; TAAR1 antagonist: 37; M1 PAM parental: 9; CHRM1 PAM: -1; CHO parental Ca: -21; TAAR1 ag: 6

How did COc1ccc(C(=O)NCCc2nnc3ccc(SCC(=O)N4CCCC4)nn23)cc1 do in these assays?
CHRM1 agonist: -4; CHRM1 antagonist: -5; CHO-K1 Ca antag: -10; CHO-K1 Ca ag: 0.5; TAAR1 antagonist: -21; M1 PAM parental: -11; CHRM1 PAM: 2; CHO parental Ca: -13; TAAR1 ag: 1

What do the screens show for `CCOc1cc(C)c(Cl)cc1S(=O)(=O)NCC1CCCO1` (stereo not given)?
CHRM1 agonist: -3; CHRM1 antagonist: -1; CHO-K1 Ca antag: -7; CHO-K1 Ca ag: 0.7; TAAR1 antagonist: 4; M1 PAM parental: 15; CHRM1 PAM: 2; CHO parental Ca: -19; TAAR1 ag: 7

Results for CCCCCOC(=O)Cn1c(SCC(=O)Nc2ccccc2)nc2c1c(=O)[nH]c(=O)n2C ?
CHRM1 agonist: -3; CHRM1 antagonist: 3; CHO-K1 Ca antag: 4; CHO-K1 Ca ag: 0.8; TAAR1 antagonist: 2; M1 PAM parental: 5; CHRM1 PAM: 8; CHO parental Ca: -15; TAAR1 ag: 5

Results for N/C(=N\N=C\c1ccc(Br)o1)c1nonc1N ?
CHRM1 agonist: -3; CHRM1 antagonist: -21; CHO-K1 Ca antag: 6; CHO-K1 Ca ag: -0.3; TAAR1 antagonist: 10; M1 PAM parental: -17; CHRM1 PAM: 14; CHO parental Ca: -1; TAAR1 ag: 0

What do the screens show for `CC1(C)Nc2ccccc2N(CCC(=O)N2CCOCC2)C1=O`?
CHRM1 agonist: -4; CHRM1 antagonist: 13; CHO-K1 Ca antag: 4; CHO-K1 Ca ag: 0.3; TAAR1 antagonist: -15; M1 PAM parental: 0; CHRM1 PAM: -11; CHO parental Ca: -9; TAAR1 ag: 7

How did COc1cc(/C=C/C(=O)OCC(=O)Nc2cc(C)c(C)cc2[N+](=O)[O-])ccc1O do in these assays?
CHRM1 agonist: 0; CHRM1 antagonist: -8; CHO-K1 Ca antag: 5; CHO-K1 Ca ag: 0.4; TAAR1 antagonist: -6; M1 PAM parental: -11; CHRM1 PAM: 8; CHO parental Ca: 10; TAAR1 ag: 6

How did Cc1sc2nc(SCC(N)=O)n(C)c(=O)c2c1C do in these assays?
CHRM1 agonist: -3; CHRM1 antagonist: 1; CHO-K1 Ca antag: -1; CHO-K1 Ca ag: -0.1; TAAR1 antagonist: 1; M1 PAM parental: 11; CHRM1 PAM: 3; CHO parental Ca: -13; TAAR1 ag: 1

Results for CC(C)c1nc(Cl)c(C#N)c2c1CCC2 ?
CHRM1 agonist: -3; CHRM1 antagonist: 18; CHO-K1 Ca antag: -6; CHO-K1 Ca ag: 0.2; TAAR1 antagonist: -25; M1 PAM parental: 6; CHRM1 PAM: -7; CHO parental Ca: -7; TAAR1 ag: -2

How did C/C(=N/NC(=O)c1nnn(-c2nonc2N)c1-c1ccccc1)c1ccncc1 do in these assays?
CHRM1 agonist: 3; CHRM1 antagonist: -13; CHO-K1 Ca antag: -10; CHO-K1 Ca ag: 1.4; TAAR1 antagonist: -5; M1 PAM parental: 8; CHRM1 PAM: 14; CHO parental Ca: -7; TAAR1 ag: 12

How did COc1ccc2[nH]c(C(=O)N3CCN(c4ccccc4F)CC3)c(C)c2c1 do in these assays?
CHRM1 agonist: -3; CHRM1 antagonist: -7; CHO-K1 Ca antag: -12; CHO-K1 Ca ag: 3.4; TAAR1 antagonist: 0; M1 PAM parental: 15; CHRM1 PAM: 9; CHO parental Ca: -7; TAAR1 ag: 2

What do the screens show for `CC(NC(=O)c1ccncc1)C(C)(C)C` (stereo not given)?
CHRM1 agonist: -3; CHRM1 antagonist: 6; CHO-K1 Ca antag: -11; CHO-K1 Ca ag: 1.1; TAAR1 antagonist: 15; M1 PAM parental: 11; CHRM1 PAM: 1; CHO parental Ca: -2; TAAR1 ag: 10

Results for O=C(NC(c1ccccc1)c1ccc2ccccc2n1)C1CCN(Cc2ccc(Oc3ccccc3)cc2)CC1 (stereo not given) ?
CHRM1 agonist: -9; CHRM1 antagonist: 12; CHO-K1 Ca antag: -4; CHO-K1 Ca ag: 0.4; TAAR1 antagonist: -2; M1 PAM parental: 14; CHRM1 PAM: -14; TAAR1 ag: 0

How did O=C(COC(=O)c1cccnc1Cl)NCC1CCCO1 (stereo not given) do in these assays?
CHRM1 agonist: -2; CHRM1 antagonist: 0; CHO-K1 Ca antag: -11; CHO-K1 Ca ag: 0.8; TAAR1 antagonist: -13; M1 PAM parental: 0; CHRM1 PAM: 2; CHO parental Ca: 0; TAAR1 ag: 3

Results for Cc1cc(C)cc(C(=O)N2CCC(C(N)=O)CC2)c1 ?
CHRM1 agonist: -2; CHRM1 antagonist: 4; CHO-K1 Ca antag: 3; CHO-K1 Ca ag: 0.1; TAAR1 antagonist: 24; M1 PAM parental: -2; CHRM1 PAM: 0; CHO parental Ca: 4; TAAR1 ag: 1

What do the screens show for `Cc1cc(F)ccc1NC(=O)C1CCCO1` (stereo not given)?
CHRM1 agonist: -4; CHRM1 antagonist: 7; CHO-K1 Ca antag: -10; CHO-K1 Ca ag: 0.0; TAAR1 antagonist: 3; M1 PAM parental: 17; CHRM1 PAM: 1; CHO parental Ca: -1; TAAR1 ag: 2

How did Cc1ccc(S(=O)(=O)CCC(=O)Nc2cccc([N+](=O)[O-])c2)cc1 do in these assays?
CHRM1 agonist: -6; CHRM1 antagonist: -8; CHO-K1 Ca antag: 1; CHO-K1 Ca ag: 0.1; TAAR1 antagonist: -20; M1 PAM parental: -2; CHRM1 PAM: 8; CHO parental Ca: -10; TAAR1 ag: 0

Results for O=C(O)c1cccc(-c2ccc(/C=c3/sc4nc5ccccc5n4c3=O)o2)c1 ?
CHRM1 agonist: -1; CHRM1 antagonist: 14; CHO-K1 Ca antag: -9; CHO-K1 Ca ag: 0.6; TAAR1 antagonist: -7; M1 PAM parental: -9; CHRM1 PAM: -6; CHO parental Ca: 7; TAAR1 ag: 3

Results for c1ccc(N/N=C(\Cc2nc3ccccc3[nH]2)c2ccccc2)cc1 ?
CHRM1 agonist: -7; CHRM1 antagonist: 4; CHO-K1 Ca antag: -18; CHO-K1 Ca ag: 2.1; TAAR1 antagonist: 1; M1 PAM parental: 25; CHRM1 PAM: -1; CHO parental Ca: -21; TAAR1 ag: -1

Results for CC(C)n1nnnc1C1c2ccccc2C(=O)N1Cc1ccccc1 (stereo not given) ?
CHO-K1 Ca antag: -17; CHO-K1 Ca ag: 0.8; TAAR1 antagonist: -4; M1 PAM parental: 11; TAAR1 ag: -1

How did CCCCNC(=S)N1CCN(C)CC1 do in these assays?
CHRM1 agonist: -12; CHRM1 antagonist: -7; CHO-K1 Ca antag: -4; CHO-K1 Ca ag: 0.0; TAAR1 antagonist: -2; M1 PAM parental: -1; CHRM1 PAM: 2; CHO parental Ca: -5; TAAR1 ag: 11

Rows were taken by chance, and some 4.4% of all compounds hit somewhere here.
